Assay outcomes: PubChem, several laboratories
PostGolgi yeast = growth inhibition of a yeast mutant, post-Golgi transport screen | post-Golgi transport phenotypic cell assay | inhibition, % at 10 µM | 98,000 compounds, 0.9% hits | AID 739; in the data active means inhibition above about 30%;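 further: yeast cells grown in 1536-well plates; yeast grown about 18 h at 30C before absorbance read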
EphB4 antag = antagonists of human EphB4-ephrin-B2 interaction | P54760 | EphB4 LBD / TNYL-RAW-Alexa532 peptide, fluorescence polarization | inhibition, % at 7 µM | 97,000 compounds, 0.15% hits | AID 720;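 active means inhibition above the screen-wide mean inhibition plus 3 SD, cut at about 15% in these data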;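 further: 0% = DMSO wells and 100% = excess unlabeled TNYL-RAW peptide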
CYP2C9 act = CYP2C9 (human) activation | P11712 | recombinant CYP2C9, luciferin-H conversion, luminescence; stronger effect = higher value; factor 1 = untreated enzyme, 0 = blocked | activation factor at 5 µM | 96,000 compounds, 1.4% hits | AID 1024;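 active means activation factor of 2 or more for CYP2C9 at a 5 µM dose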;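 further: 0 = sulfaphenazole-blocked wells and 1 = vehicle-only wells; values of inactives mirror those of a sister screen read the other way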
Target sequence (P11712 whole entry, looked up): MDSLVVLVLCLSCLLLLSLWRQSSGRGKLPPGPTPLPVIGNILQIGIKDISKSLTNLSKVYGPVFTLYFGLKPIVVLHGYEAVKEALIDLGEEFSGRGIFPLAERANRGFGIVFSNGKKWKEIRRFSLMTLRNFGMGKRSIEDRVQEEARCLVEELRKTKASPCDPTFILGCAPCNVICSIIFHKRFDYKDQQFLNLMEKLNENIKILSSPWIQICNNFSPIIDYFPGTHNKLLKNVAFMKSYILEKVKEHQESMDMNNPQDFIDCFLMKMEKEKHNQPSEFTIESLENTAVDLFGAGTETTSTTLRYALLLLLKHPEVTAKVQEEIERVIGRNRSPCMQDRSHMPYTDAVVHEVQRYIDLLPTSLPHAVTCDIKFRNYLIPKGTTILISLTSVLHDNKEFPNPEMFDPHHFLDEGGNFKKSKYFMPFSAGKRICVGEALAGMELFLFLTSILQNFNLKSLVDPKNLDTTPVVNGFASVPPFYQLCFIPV
CYP2C19 activ = increases human CYP2C19 enzyme activity; P33261; recombinant CYP2C19, luciferin-H EGE luminescence; stronger effect = higher value; 0 = fully inhibited enzyme, 1 = untreated enzyme; activation factor at 5 µM; 96,000 tested, under 10 active; AID 1025;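 active means activation factor of at least 2 at 5 µM in the primary screen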;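 further: 0 = wells with 2.5 mM tranylcypromine and 1 = vehicle-only wells; values of inactives mirror those of a sister screen read the other way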
Ecoli WT expand = growth inhibitors of E. coli BW25113 wild type; OD600 absorbance; growth inhibition, % at 100 µM; 98,000 compounds, 0.15% hits;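 active means growth inhibition above about 50% at one test dose, limit read from the data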;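 further: growth measured after 20 h incubation at 37 °C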
CYP2C9 inhib = inhibitors of human CYP2C9; P11712; CYP2C9 Supersomes, luciferin-H conversion, luminescence; inhibition, % at 5 µM; 96,000 compounds, 20% hits; AID 777;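 active means blocking of liver enzyme CYP2C9 beyond about 50% at 5 µM, limit read from the data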; further: values of inactives mirror those of a sister screen read the other way
CYP2C19 inhib = inhibitors of human CYP2C19; P33261; CYP2C19 Supersomes, luciferin-H EGE luminescence, 30 min; inhibition, % at 5 µM; 96,000 compounds, 21% hits;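 active means CYP2C19 inhibition above a set limit at 5 µM in the primary screen, cut at about 50% in these data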;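 further: plate controls were negative control wells for no effect and 2.5 mM tranylcypromine positive control for full effect; values of inactives mirror those of a sister screen read the other way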
PLAP act = activators of human placental alkaline phosphatase; activation fold at 20 µM; 96,000 compounds, 1.2% hits; P05187; purified PLAP enzyme, luminescent substrate read-out; stronger effect = higher value; in the data active means activation fold above about 2
Target sequence (P05187 whole entry, looked up): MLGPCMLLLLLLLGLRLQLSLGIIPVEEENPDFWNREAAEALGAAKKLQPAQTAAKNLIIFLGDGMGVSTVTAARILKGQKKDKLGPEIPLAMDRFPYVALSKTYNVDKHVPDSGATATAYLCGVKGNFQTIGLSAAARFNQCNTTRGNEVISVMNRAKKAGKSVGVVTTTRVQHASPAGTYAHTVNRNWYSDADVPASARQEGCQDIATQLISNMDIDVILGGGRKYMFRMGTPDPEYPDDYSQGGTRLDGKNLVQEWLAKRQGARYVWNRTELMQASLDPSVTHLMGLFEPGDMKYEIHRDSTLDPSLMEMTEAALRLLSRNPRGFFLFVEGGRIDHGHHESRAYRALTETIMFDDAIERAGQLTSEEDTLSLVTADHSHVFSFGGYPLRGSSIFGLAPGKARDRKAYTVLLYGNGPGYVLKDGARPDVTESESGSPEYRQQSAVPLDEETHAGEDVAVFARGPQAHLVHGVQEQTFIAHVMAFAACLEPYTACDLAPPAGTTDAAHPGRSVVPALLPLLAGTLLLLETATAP
Pyk2 oligo antag = blocks oligomerization of human Pyk2 in cells | Q293 cells, Pyk2 FERM NanoBiT luminescence; stronger effect = lower value | z-score (the deposit names both 25 µM and 10 µM) | 99,000 compounds, 0.83% hits | AID 1347419;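 active means Z-score of -3 or lower, scaled per plate to the spread of control and sample wells; inactive means z-score above -3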;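 further: negative z-score means lost luminescence so less FERM oligomerization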
An asterisk follows results filed as active; / = not tested or not shown.

SMILES	PostGolgi yeast	EphB4 antag	CYP2C9 act	CYP2C19 activ	Ecoli WT expand	CYP2C9 inhib	CYP2C19 inhib	PLAP act	Pyk2 oligo antag
CCOC(=O)COc1ccc(S(=O)(=O)N2CCc3ccccc3C2)cc1	10.4	2.0	1.5	0.4	-6.0	-49.2	55.9*	1.3	-0.2
Nc1c(C(=O)NCc2ccc3c(c2)OCO3)c2nc3ccccc3nc2n1CCCN1CCOCC1	21.4	-4.9	0.6	0.3	0.0	44.4	69.4*	1.5	-0.01
Cc1cccc(C)c1N1C(=O)c2ccccc2C1=O	9.5	-9.5	0.8	0.5	6.0	15.0	54.3*	0.9	0.99
COC(=O)c1[nH]c2ccc(C)cc2c1NC(=O)Nc1ccccc1OC	8.6	0.5	0.5	0.6	-2.0	48.8	41.8	0.8	1.51
O=C(c1ccc2nccnc2c1)N1CCN(Cc2ccc3c(c2)OCO3)CC1	9.3	6.2	1.1	1	1.0	-9.5	-3.3	1.6	0.65
CCN(CC)CCN1C(=O)C(=O)/C(=C(/O)c2c(C)[nH]c(C(=O)OC)c2C)C1c1cccs1 (stereo not drawn)	6.1	-6.3	1.1	1	6.0	-11.9	1.5	1.5	-0.93
COc1ccc(NC(=O)C2CCCO2)cc1OC (stereo not drawn)	-17.3	4.2	0.9	1.1	-3.0	7.7	-7.3	1.2	0.43
CC(C)(C)Nc1nc2nonc2nc1NC(C)(C)C	-3.5	0.8	0.9	1.1	-9.0	6.1	-6.2	0.9	-1.72
COC(=O)c1cc(C(=O)OC)cc(N2C(=O)CC(NNC(=O)c3ccccc3Br)C2=O)c1 (stereo not drawn)	0.8	7.7	1	0.9	-1.0	4.3	13.8	1.2	0.16
Cc1nn(-c2ccccc2)c2c1C1(C(=O)Nc3ccccc31)N1C(=N2)Sc2ccccc21 (stereo not drawn)	9.3	2.4	0.6	0.7	-7.0	41.9	28.3	1.6	-4.24*
COC(=O)c1ccnc(/C=N/O)c1	2.9	7.1	/	/	4.0	/	/	/	0.19
CC(C)C(C(=O)O)N1C(=O)/C(=C/C=C/c2ccco2)SC1=S (stereo not drawn)	-3.9	4.5	0.6	0.8	-11.0	39.1	17.1	1	0.62
Cc1cc(-c2nc3cccnc3s2)ccc1NS(=O)(=O)c1ccc2c(c1)OCCO2	-3.7	-3.6	0	0.7	-20.0	96.2*	30.6	1.6	/
COC(=O)CCC(=O)Nc1cccc(Cl)c1	4.3	-0.1	/	/	-2.0	/	/	/	0.53
O=C(Nc1ccc(N2CCOCC2)c(Cl)c1)c1ccco1	0.8	9.3	0.8	0.9	8.0	22.4	14.1	0.7	0.32
Cc1cccc(CSCc2nnc(N)s2)c1	-2.0	-5.2	1.1	0.6	3.0	-12.2	36.6	1.1	0.34
O=C(CN(Cc1ccc2c(c1)OCO2)C(=O)c1cnsn1)NC1CCCC1	2.6	-2.6	0.7	0.1	-8.0	26.7	88.2*	1	0.93
CCc1nc(N2CCN(Cc3ccc4c(c3)OCO4)CC2)c2oc3ccccc3c2n1	11.6	-6.2	0.5	0.7	-24.0	51.4*	32.0	1.4	-1.03
Cc1ccc(SCc2cc(=O)[nH]c(N3CCCCC3)n2)cc1	6.7	5.3	0.9	0.7	-2.0	14.9	30.5	0.9	-0.03
O=C(CCC1CCCC1)N1CCN(C(=O)c2cccnc2)CC1	1.4	-14.3	1	0.3	7.0	0.6	69.6*	1.3	0.11
O=C(O)c1c2c(nc3ccc(S(=O)(=O)N4CCC(C(=O)NC5CCCC5)CC4)cc13)CCCCC2	-1.8	/	0.5	0.8	2.0	51.8*	22.0	1.4	/
O=C(CN1C(=O)C2CC=CCC2C1=O)NC1=NCCS1 (stereo not drawn)	6.4	-10.3	1	1	-1.0	2.3	-0.7	1.1	0.76
CC1CCC(C(C)C)C(OC(=O)C[n+]2cccc(C(N)=O)c2)C1 (stereo not drawn)	6.4	2.2	0.9	0.8	1.0	10.0	20.8	0.9	0.19
Cc1ccc(S(=O)(=O)N[C@@H](CC(C)C)C(=O)NCc2ccco2)cc1	-8.2	0.8	0.8	0.9	-9.0	16.8	8.0	0.8	1.52
CCOC(=O)c1ccc(NC(=O)C2CC2)cc1	6.3	-1.6	0.7	0.2	2.0	34.6	78.7*	0.9	-0.65
SMILES	PostGolgi yeast	EphB4 antag	CYP2C9 act	CYP2C19 activ	Ecoli WT expand	CYP2C9 inhib	CYP2C19 inhib	PLAP act	Pyk2 oligo antag
CC(=O)Nc1ccc(-c2cc3ccccc3o2)cc1	-1.1	1.5	0.8	0.8	-2.0	16.4	16.5	1	-0.26
Cc1ccccc1C(=O)N1CCC(C(=O)Nc2ccc(F)cc2)CC1	-3.4	-0.3	1	1	6.0	0.5	3.3	1.2	1.48
COc1ccc(CC(=O)OCC(=O)NC(=O)NC23CC4CC(CC(C4)C2)C3)cc1	-2.9	1.5	0.3	0.7	-5.0	65.8*	31.8	1	-0.31
COc1ccc(CNC(=O)CN(Cc2ccc(C)cc2)S(=O)(=O)c2ccc(Cl)cc2)cc1	3.3	-7.0	0.7	0.7	-7.0	26.5	32.3	0.8	0.01
Cc1ccc(CSc2nnc3nc(C)cc(C)n23)cc1	-2.6	-2.7	1.3	1.1	5.0	-32.5	-6.5	1.1	0.53
N#Cc1c2n(c3c(=S)nc[nH]c13)CCCCC2	1.2	7.4	0.8	0.9	2.0	18.0	9.4	0.9	-0.49
COc1ccc(CN2C(=O)CN(C3CCCCCC3)C(=O)C2c2ccc(F)cc2)cc1 (stereo not drawn)	9.2	-0.8	0.8	0.8	-4.0	24.3	19.3	0.9	-1.3
COc1ccccc1NC(=O)N(Cc1ccccc1)C1=NCC(C)S1 (stereo not drawn)	6.6	7.2	0.3	1	5.0	73.2*	3.0	1.1	0.66
CCOC(=O)C1CCCN(Cc2cc(OC)c(O)c(OC)c2)C1 (stereo not drawn)	-5.6	/	1.1	0.9	1.0	-5.8	10.7	0.8	1.38
CCOC(=O)C(NC(C)=O)(Nc1ccc(S(=O)(=O)Nc2nccs2)cc1)C(F)(F)F (stereo not drawn)	-1.8	-2.4	0.8	0.9	1.0	19.9	5.1	1.1	-0.17
O=c1nc(NCc2ccccc2Cl)cn[nH]1	7.6	-4.4	1.1	1	2.0	-11.9	-2.7	1.1	-0.07
N#Cc1c(-c2ccc(Br)cc2)nc2n(c1=O)CCCS2	5.8	8.6	0.7	0.6	-14.0	34.8	43.8	1	-0.05
CC(C)CN(C(=O)c1ccc(=O)n(C)n1)c1nc2ccccc2s1	3.6	-8.5	0.2	0.1	12.0	83.5*	89.8*	1.5	0.8
COC(=O)c1cc(NC(=O)Nc2cc(OC)ccc2OC)cc(C(=O)OC)c1	2.3	-1.9	0.5	0.6	-7.0	51.1*	41.7	0.9	-0.57
CS(=O)(=O)n1nc(-c2ccc(Cl)cc2)nc1SCc1ccccc1	-1.0	3.9	0.3	0.5	-9.0	68.6*	51.3*	1.6	-0.18
Cc1cc2nc(CCN(C(=S)NCC(C)C)C3CCCC3)[nH]c2cc1C	-6.3	-3.5	0.6	0.6	-3.0	43.0	39.0	2.4*	-1.81
COc1cc(/C=C/C(=O)c2ccc(Cl)s2)cc(OC)c1O	19.7	3.4	0.8	0.5	3.0	22.7	50.1*	0.6	-1.84
Cc1ccc2cc(C)c(NCCO)nc2c1	-5.5	2.2	0.9	0.9	7.0	11.7	6.9	1	0.62
COc1cccc(C2C(C(=O)c3cc4ccccc4o3)=C(O)C(=O)N2c2cc(C)on2)c1OC (stereo not drawn)	3.0	-5.0	0.7	1	-9.0	30.2	-3.7	1.4	-1.63
CCn1c(CNC(=O)c2ccco2)nnc1SCC(=O)Nc1cc(C)c(C)cc1Br	3.5	4.4	1.1	1	-4.0	-7.5	4.5	0.8	0.01
COc1ccc(S(=O)(=O)Nc2ccc(S(=O)(=O)N3CCCCC3)cc2)cc1	-0.5	-0.4	0.2	0.8	1.0	80.9*	15.9	1.2	-3
CCOC(=O)c1c(C(C)(C)C)oc2ccc(O)cc12	10.4	9.0	0.9	0.7	12.0	6.0	31.5	1.2	-0.43
Cc1ccc(Nc2cccccc2=O)cc1	5.9	10.4	0.6	0.2	11.0	36.2	75.3*	0.8	-0.52
CCOC(=O)CCc1c(C)c(C#N)c2[nH]c3ccccc3n2c1=O	4.5	0.5	0.4	0.7	-1.0	64.1*	27.1	1.1	-0.68
CCCN(CCO)Cc1ccc2ccccc2c1	3.9	-0.4	1	0.5	10.0	3.6	51.6*	1.3	2.12

Limited to CYP2C19 activ, Ecoli WT expand and EphB4 antag (2 entries from above):
SMILES	CYP2C19 activ	Ecoli WT expand	EphB4 antag
Cc1ccc(Nc2cccccc2=O)cc1	0.2	11.0	10.4
CCOC(=O)CCc1c(C)c(C#N)c2[nH]c3ccccc3n2c1=O	0.7	-1.0	0.5

Next section.
SMILES	PostGolgi yeast	EphB4 antag	CYP2C9 act	CYP2C19 activ	Ecoli WT expand	CYP2C9 inhib	CYP2C19 inhib	PLAP act	Pyk2 oligo antag
COc1ccc(-c2cc(C(=O)NCCCn3ccnc3)no2)cc1OC	5.3	4.2	0.5	0.3	7.0	50.4*	65.2*	1.5	0.24
O=C1C2CCCN2C(c2cccs2)N1c1ccc(Cl)cc1 (stereo not drawn)	0.7	-16.8	0.8	0.8	6.0	17.6	22.1	1	-0.1
Cc1cc(=O)[nH]c(SCC(=O)NCCc2ccccc2)n1	-3.4	0.7	0.6	0.6	-6.0	43.8	37.1	1.1	0.17
COc1ccc(-n2c(COc3cccc4ccccc34)nnc2SCC(=O)NCc2ccco2)cc1	13.8	-4.3	0.4	0.7	-22.0	55.3*	27.8	1.7	-0.09
COc1ccc2c(c1)C(=O)N(c1ccc(C)cc1)C(=O)C2	-2.3	0.5	1.1	0.9	-4.0	-13.4	5.2	1.5	1.28
Cc1c(NS(=O)(=O)c2ccc(Br)s2)c(=O)n(-c2ccccc2)n1C	10.7	-4.9	0.5	0.5	0.0	54.2*	46.6	1.3	0.64
CCCn1cc(NC(=O)c2cc(-c3ccccc3)on2)cn1	-10.6	2.4	0.7	0.7	-10.0	27.0	26.5	0.7	-0.79
COc1cccc2c(=O)c3c(cnn3C)n(C)c12	42.1*	-3.1	1.2	0.9	12.0	-17.6	11.5	0.8	-0.14
O=C1OCCC1Sc1nc2ccccc2s1 (stereo not drawn)	4.4	3.8	1.9	0.4	14.0	-88.4	61.6*	1	2.75
O=[N+]([O-])C1=C(Nc2cccc3ccccc23)CS(=O)(=O)C1	-4.1	1.2	0.8	0.6	1.0	23.8	42.7	1	-0.08
CN(C)c1oc(-c2ccccc2)nc1C#N	-1.4	4.0	1.1	0.8	1.0	-5.6	21.1	1.1	0.03
O=c1cc2c(nn1Cc1ccc(Cl)cc1)-c1ccccc1CC2	-3.4	-5.9	0	0	-8.0	97.4*	97.4*	2*	0.3
COc1ccc(CC(=O)c2cc(OC)c(OC)cc2CC(=O)O)cc1OC	5.0	-6.9	1	1	-2.0	-2.2	-1.4	1.4	-0.92
COc1ccc(OCc2nc3ccccc3[nH]2)cc1	-7.3	6.0	0.8	0.5	23.0	24.4	49.0	1	0
CCOC(=O)Cc1cc(=O)n2[nH]c(C)c(-c3ccccc3)c2n1	19.1	-3.2	1.1	1.1	0.0	-5.1	-11.3	1.1	0.02
Cc1ccc(CN2C(=O)CCC2(C)C(=O)NCc2cccnc2)cc1 (stereo not drawn)	6.1	-1.9	0.8	0.8	5.0	18.7	23.7	1.4	0.4

3 entries from above, arranged by their value in CYP2C19 activ, descending:
Structure | CYP2C19 activ
CCOC(=O)Cc1cc(=O)n2[nH]c(C)c(-c3ccccc3)c2n1 | 1.1
Cc1nn(-c2ccccc2)c2c1C1(C(=O)Nc3ccccc31)N1C(=N2)Sc2ccccc21 (stereo not drawn) | 0.7
CS(=O)(=O)n1nc(-c2ccc(Cl)cc2)nc1SCc1ccccc1 | 0.5

The order is random (roughly 31% active in at least one column).
